# Source: PubChem (NCI)
# NCI-60 one-dose screen, 48 h, at 10 µM unless noted. Numbers give growth in % (100 = growth as untreated, 0 = no growth, -100 = all killed).
# KM12: KM12 colon cancer cells; 82,000 compounds, 5% hits; AID 1794800
# HT29: HT29 colon cancer; 81,000 compounds, 7.4% hits; AID 1794748
# SF-539: SF-539 CNS cancer; AID 1794752; 81,000 compounds, 6.8% hits
# SNB-19: SNB-19 CNS cancer cells. 81,000 compounds, 2.5% hits. AID 1794751
# DU-145: DU-145 prostate cancer | 81,000 compounds, 4.2% hits | AID 1794760
# HCC-2998: HCC-2998 colon cancer; 79,000 compounds, 4.7% hits
# PC-3: PC-3 prostate cancer cells. 80,000 compounds, 3.9% hits. AID 1794754
# SW-620: SW-620 colon cancer | 82,000 compounds, 5.2% hits | AID 1794795
# SNB-75: SNB-75 CNS cancer. 79,000 compounds, 5% hits. AID 1794750
# * = called active by the depositor; x = not tested or not shown; & = joins results of further samples; ! = not confirmed by another sample; [ ] = remark or other dose. How the source made its calls: active means growth percent below 10; inactive means the rest.
SMILES,KM12,HT29,SF-539,SNB-19,DU-145,HCC-2998,PC-3,SW-620,SNB-75
O=C1NC2C=C(Cl)C=CC2C=C1C1N(c2ccccc2)NC(=O)[C@@H]2CCCN12 (some centres undefined),101,108,101,105,102,102,93,108,75
Nc1nc(N)c2c(C(=O)Nc3ccc(CCN4CCOCC4)cc3)coc2n1,99,99,97,97,112,102,117,111,87
Clc1ccc(NCc2nnc(-c3ccco3)o2)cc1,92,96,106,100,102,105,88,95,88
CCn1c(SC/C(=N/O)c2ccc(OC)cc2)nnc1-c1ccncc1,101,100,101,96,102,x,99,103,80
CCCCN(CC(O)CNc1cc(OC)cc2cccnc12)C(C)CC (centres undefined),98,89,104,96,108,89,75,72,104
C1CNNCCNN1,113,92,105,97,128,108,102,108,107
O=c1[nH]c(=O)n(Cc2ccc(O)cc2)cc1F,104[50 µM],105[50 µM],98[50 µM],97[50 µM],107[50 µM],93[50 µM],105[50 µM],106[50 µM],84[50 µM]
Cc1cc(NC(=O)NC(=O)c2ccccc2N(C)C)ccc1Oc1ncc(Br)cn1,32&15,-16*!,-14*,43&29,-3.5*!,1.4*!,-10*!,34&28,-28*!
COc1ccc(C(=O)COc2ccc(C(C)=O)cc2OC)cc1OC,105,102,108,101,112,99,94,114,94
COc1cc(OC)c(C(C)=O)cc1OC,105,100,104,92,106,103,98,x,88
O=C(CSC(=S)N1CCCCC1)Nc1ccc(Cl)cc1,43,59,90,97,73,75,64,49,120
CCCC1OC(C)C(C)O1 (centres undefined),108,94,99,107,118,99,87,107,90
COc1cc(/C=N/Nc2ncnc3c2c(C)nn3C)cc(OC)c1OC,100,87,89,103,104,89,93,102,75
CN1CCc2c(Sc3ccc(C(=O)NO)cc3)c3ccccc3n2C1,54,49,17,53,37,66,21,20,26
Cc1cc(C)c2c(n1)sc1c(Nc3ccc(OCc4ccccc4)cc3)ncnc12,94,103,107,101,104,96,96,101,108
COc1ccc(/C=C/C(=O)c2ccc([N+](=O)[O-])cc2)cc1,99,95,104,97,109,105,92,111,104
C[C@H]1C[C@@H](n2cnc3c(N)nccc32)[C@H](O)[C@@H]1O,81,89,68,82,84,101,110,87,100
Nc1cc(-c2c[nH]c3ccc(Cl)cc23)nc2cc(-c3c[nH]c4ccc(Cl)cc34)nn12,13,1.0*,65,70,53,20,36,16,72
Oc1[nH]c2ccc(Cl)cc2c1/C=c1/ccc2c(c1)N=C(c1ccc(C(F)(F)F)cc1)N=2,45,42,80,77,70,61,x,84,16
Cc1cc(Nc2nc(C(=O)N(C)C)nc3ccccc23)n[nH]1,93,101,102,106,113,111,96,110,50
CCOC(=O)Oc1c(OC)cc(C(=O)c2ccc(OC)c(OC(=O)CCl)c2OC)cc1OC,22,36,-17*,23,12,43,23,22,36
O=c1scc(-c2ccc(Br)cc2)s1,116,98,x,91,120,x,109,98,93
COc1ccc(N2C(=O)[C@@H](OC(C)=O)[C@H]2/C=C/c2ccccc2)cc1,110,103,101,101,115,122,90,100,81
C=C/C=N/Nc1ccc([N+](=O)[O-])cc1[N+](=O)[O-],51,83,95,97,82,105,70,87,100
O=c1[nH]nc(-c2cc(Cl)ccc2NCc2ccccc2)c(=O)[nH]1,100,113,96,105,101,99,89,96,79

# The list goes on:
SMILES,KM12,HT29,SF-539,SNB-19,DU-145,HCC-2998,PC-3,SW-620,SNB-75
COc1ccc(C(=O)NCc2ccc(C(=O)O)cc2)cc1Nc1ccnc(C(F)(F)F)c1,93,108,97,111,105,106,102,101,99
O=S(=O)(CCc1ccccc1)CS(=O)(=O)CCc1ccccc1,107,117,110,110,111,x,x,106,91
COc1ccc2[nH]cc(-c3nonc3-c3c[nH]c4ccc(Br)cc34)c2c1,15,5.4*,56,63,44,22,40,60,59
NC1=NC2(CCCC2)N=C(Nc2ccc(S(N)(=O)=O)cc2)N1,102,104,96,97,107,110,107,102,87
CN(C)CCCC1(c2ccc(F)cc2)OCc2cc(-c3ccncc3)ccc21 (centres undefined),115,91,87,98,111,101,94,96,74
CSc1nsc(N)n1,101,95,x,96,115,106,94,93,87
N#Cc1c(Cl)nc(SCC2CO2)nc1-c1ccccc1 (centres undefined),110,111,105,106,123,111,110,111,96
O=C(Cn1c(C(=O)c2ccc(Cl)cc2)nc2ccccc21)c1ccc(Cl)cc1,60,59,116,133,108,88,79,66,65
Cc1cc(C)cc(C(C)(C)C)c1,99,102,89,98,104,102,x,97,105
COc1cc(/C=C/c2nc3ccccc3nc2NNC(=O)Nc2cccc(Cl)c2)ccc1O,90,104,90,83,98,107,74,97,91
O=C1Nc2ccccc2/C1=N/N1C(=O)CN(c2ccccc2)C1=S,77,98,95,100,92,111,85,85,84
C#CCNC(=O)[C@]1(C)CCC[C@@]2(C)[C@H]1CC=C1C=C(C(C)C)CC[C@@H]12,100,102,108,101,103,100,95,109,86
C/C(CCc1ccccc1)=C(/C)C1CC1CCNS(=O)(=O)c1ccc(C)cc1 (centres undefined),93,105,102,96,99,113,83,96,81
COc1ccc(NC(=O)CSc2nnc(-c3cc(-c4ccc(S(N)(=O)=O)cc4)nc4ccccc34)n2-c2ccccc2)cc1,93,86,78,82,97,101,66,98,56
CCCCCCCCCCCCCCCCCCOc1ccc(CC(=O)NCC[N+]2(C)CCCC2)cc1,98,92,113,90,107,103,93,93,109
CN(C)c1ncnc2c1ccn2C1OC(CO)C(O)C1O (centres undefined),84,x,68,74,3.9*,23,13,36,27
O=C1CCCN1C1CCN(Cc2ccccc2)CCO1 (centres undefined),110,107,113,98,109,104,98,110,93
Oc1[nH]c(=S)sc1/C=C1\C(Cl)=Nc2ccccc21,98,108,94,98,100,96,97,93,87
Cc1nn(-c2ccccc2)c2nc(C)n(/N=C/c3ccccc3O)c(=O)c12,99,102,103,86,101,98,88,107,69
O=C1CN2NC(=O)c3ccccc3N=C2N1,99,97,95,98,106,110,97,101,93
O=c1cc(/C=N\Nc2ccc([N+](=O)[O-])cc2)[nH]c(=O)[nH]1,97,x,x,96,114,110,99,98,102
COc1ccc(C2=Nn3c(N=Nc4c(O)n(Cc5ccccc5)c5ccc(Cl)cc45)nnc3SC2)cc1,78,84,92,74,82,97,76,96,91
COc1ccccc1N1CCN(CC(O)COc2cccc3ccccc23)CC1 (centres undefined),84,41,86,73,x,90,70,61,72
N#Cc1c(-c2ccc(Cl)cc2)c2c(N)nn(-c3ccccc3)c2oc1=O,101,113,96,100,103,98,103,102,79
O=C1Nc2cccc3c2N(CCC3)C2=C1CCC2,107,109,111,99,114,110,94,101,83

# Of the compounds above, two have a furan ring, fused or not:
SMILES,KM12,HT29,SF-539,SNB-19,DU-145,HCC-2998,PC-3,SW-620,SNB-75
Nc1nc(N)c2c(C(=O)Nc3ccc(CCN4CCOCC4)cc3)coc2n1,99,99,97,97,112,102,117,111,87
Clc1ccc(NCc2nnc(-c3ccco3)o2)cc1,92,96,106,100,102,105,88,95,88

# New compounds follow:
SMILES,KM12,HT29,SF-539,SNB-19,DU-145,HCC-2998,PC-3,SW-620,SNB-75
O=C(CSc1nc2ccccc2c(=O)n1C1CCCCC1)Nc1ccc(S(=O)(=O)Nc2ccc(Cl)nn2)cc1,102,103,94,99,104,111,91,92,84
COc1ccccc1/C=N\N/C(N)=N\N=C\c1ccccc1OC,x,-1.0*,-35*,35,x,5.6*,29,13,21
O=c1nc2c(-c3nc4ccccc4s3)n[nH]n2c2sc3c(c12)CCCC3,97,111,105,101,104,103,80,100,104
CC(C)CCSc1nc(NNC(N)=O)c(C#N)c(-c2ccccc2)n1,110,115,95,99,117,102,99,112,98
O=C1/C(=C/c2ccccc2)SC(=Nc2ccccc2)N1Nc1ccccc1,3.4*,5.6*,5.8*,23,22,20,9.4*,13,24
CN1CCCC(NC(c2ccccc2)c2ccc(Cl)cc2)C1 (centres undefined),101,85,99,96,97,93,91,99,89
CCC(C)(C)c1cc(O)c(C(C)(C)CC)cc1O,55,29,43,22,77,x,32,32,52
COc1ccc(Cc2nnc(SCC(=O)c3ccc(Cl)cc3)n2-c2ccc(C)cc2)cc1,96,111,108,95,103,95,80,103,92
C=C1CCCC(C)(C)[C@@H]1CC/C(C)=C/CC[C@@H]1[C@@]2(C)CCCC(C)(C)C2CC[C@@]1(C)O (some centres undefined),104,107,100,100,105,102,x,100,104
O=C(/C=C/c1ccccc1)Oc1ccccc1,101,109,99,103,105,107,91,101,87
O=S(=O)(OCCCl)c1ccc(Cl)c(S(=O)(=O)OCCCl)c1,97,107,100,107,105,96,100,100,84
O=C(O)/C=C/c1ccc(-c2cc(C(F)(F)F)cc(C(F)(F)F)c2)o1,104,100,97,108,113,121,90,104,88
CCC1(C(N)=O)CC2C=CC1CC2 (centres undefined),117,106,102,90,116,-100*,103,108,96
COC(=O)c1ccc2nc(N(Cc3ccccc3)C(=O)c3c(Cl)c(Cl)c(C)n3Cc3ccccc3)sc2c1,94,108,99,98,113,108,95,97,91
O=C(O)Cc1cccc(=O)c(O)c1C(=O)O,104,x,110,105,117,106,96,106,107
CC1=Nc2cnc(Nc3ccc(N4CCCCC4)cc3)nc2Nc2ccccc21,55,63,80,95,80,106,20,96,87
NC1=Nc2ccccc2C(=O)N2CCC[C@@H]12,101,102,93,98,112,103,89,97,83
N#Cc1cc(CC(=O)Nc2cc(C3(C(F)(F)F)CC3)nn2CC2CCCCC2)ccc1F,116,96,98,100,122,93,97,99,77
COc1cc(CNC(=O)CCCC/C=C/C(C)C)ccc1OCc1cn(-c2ccccc2F)nn1,99,107,105,85,106,97,82,98,88
Clc1ccccc1Nc1nnc(-c2ccncc2)s1,107,105,108,100,x,106,97,92,106
CC1CNC(=S)N(c2ccccc2)C1=O (centres undefined),98,104,87,102,102,104,92,98,86
CCc1ccc(Nc2ncnc3c2c(C)nn3-c2ccc([N+](=O)[O-])cc2)cc1,96,101,92,93,98,104,94,87,92

# Grouped by structure: those above containing two or more sulfur atoms.
SMILES,KM12,HT29,SF-539,SNB-19,DU-145,HCC-2998,PC-3,SW-620,SNB-75
O=C(CSC(=S)N1CCCCC1)Nc1ccc(Cl)cc1,43,59,90,97,73,75,64,49,120
O=c1scc(-c2ccc(Br)cc2)s1,116,98,x,91,120,x,109,98,93
O=S(=O)(CCc1ccccc1)CS(=O)(=O)CCc1ccccc1,107,117,110,110,111,x,x,106,91
CSc1nsc(N)n1,101,95,x,96,115,106,94,93,87
COc1ccc(NC(=O)CSc2nnc(-c3cc(-c4ccc(S(N)(=O)=O)cc4)nc4ccccc34)n2-c2ccccc2)cc1,93,86,78,82,97,101,66,98,56
Oc1[nH]c(=S)sc1/C=C1\C(Cl)=Nc2ccccc21,98,108,94,98,100,96,97,93,87
O=C(CSc1nc2ccccc2c(=O)n1C1CCCCC1)Nc1ccc(S(=O)(=O)Nc2ccc(Cl)nn2)cc1,102,103,94,99,104,111,91,92,84
O=c1nc2c(-c3nc4ccccc4s3)n[nH]n2c2sc3c(c12)CCCC3,97,111,105,101,104,103,80,100,104
O=S(=O)(OCCCl)c1ccc(Cl)c(S(=O)(=O)OCCCl)c1,97,107,100,107,105,96,100,100,84
